# PTAP-TSG101 blk: inhibitors of HIV-1 PTAP binding to human TSG101, validation; 44,000 tested, under 10 active; Potency, µM (titrated, usually from 115 µM), without a hit: top-dose activity change, negative = inhibition, most hits filed as inhibitors; Q99816; Fluorescence polarization, FITC-PTAP peptide/Tsg101, 20 min; also: potency is read from the fitted curve at half-maximal effect; 0% is about no effect
# Target sequence (Q99816 whole entry, looked up): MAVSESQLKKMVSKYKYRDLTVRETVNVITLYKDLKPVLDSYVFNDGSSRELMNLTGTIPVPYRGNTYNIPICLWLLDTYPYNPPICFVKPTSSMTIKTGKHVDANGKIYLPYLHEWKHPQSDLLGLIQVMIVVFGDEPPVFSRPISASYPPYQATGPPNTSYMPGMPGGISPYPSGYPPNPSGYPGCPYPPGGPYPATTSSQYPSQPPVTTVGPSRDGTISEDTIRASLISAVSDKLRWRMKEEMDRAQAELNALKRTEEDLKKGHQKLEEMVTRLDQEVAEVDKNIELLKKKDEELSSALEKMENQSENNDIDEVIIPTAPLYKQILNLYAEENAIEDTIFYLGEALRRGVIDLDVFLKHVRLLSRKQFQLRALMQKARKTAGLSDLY
#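 Steps: Tsg101 binding domain (10 uM final) in HEPES pH 7.5/NaCl/Tween 20/EDTA/TCEP; add compound; add FITC-PTAP peptide (50 nM final); incubate 20 min r.t.; read polarization.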
# FH mod: Identification of activators of human fumarate hydratase by quantitative high-throughput screening. Potency, µM (top dose mostly 79.9 µM), without a hit: at the top dose activity change, negative = inhibition, most hits filed as inhibitors. FH coupled MDH/diaphorase resazurin fluorescence, 15 min. 0.22% of 54,000 active; also: potency is read from the fitted curve at half-maximal effect; % is scaled to controls: 0 for no effect and ±100 for the full control effect; the screen sought activators but most active calls are inhibition curves; nearly all actives have a fitted effect of over 45% in size
# GALK inhibitor: GALK (human) enzyme inhibition; P51570; recombinant GALK, Kinase-Glo ATP luminescence, 1 h; Potency, µM (top dose mostly 57.5 µM), for inactives: top-dose activity, negative = inhibition, most hits filed as inhibitors; 44,000 tested, under 10 active; AID 1347072;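 also: plate controls were full GALK reaction for no effect and reaction lacking GALK for full effect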
#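 Luminescent ATP-depletion readout (Kinase-Glo Plus, 10 min) after 1 h RT reaction of 5 nM GALK, 35 uM ATP, 100 uM galactose, pH 8.0 HEPES buffer. Decreased kinase activity scored as inhibition.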
# p53null 32C kill: selectivity test: cytotoxicity in p53 null cells, permissive temperature. H1299-neo p53 null cells, ATP luminescence, 24 h, 32C. Potency, µM (titrated, usually from 46.1 µM), without a hit: at the highest dose activity change, negative = cytotoxicity, most hits filed as cytotoxic. 0.62% of 55,000 active;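 also: potency is read from the fitted curve at half-maximal effect; 0% = DMSO only and -100% = full killing by 100 µM tamoxifen; nearly all actives have a fitted effect of over 55% in size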
#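 Overnight 37C seeding (600 cells/well) of H1299-neo preceded a 24 hr, 32C exposure to compounds up to 46 uM. ATP levels, read by luminescence after 20 min at RT, indicated surviving cells.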
# p53null 39C kill: p53 null cell cytotoxicity, nonpermissive temperature | H1299 p53-null (neo) cells, 39C, ATPlite viability, 24 h | Potency, µM (top dose mostly 46.1 µM), for inactives: at the highest dose activity, negative = cell killing, usual class: cytotoxic | 0.97% of 55,000 active | AID 904;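 also: potency is read from the fitted curve at half-maximal effect; 0% = DMSO only and -100% = full killing by 100 µM tamoxifen; nearly all actives have a fitted effect of over 50% in size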
#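 Temperature-shift cytotoxicity format: compound titrations on p53-null or A138V-expressing H1299 cells held 24 hr at 39C, cell ATP then measured, AC50 from Hill model.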
# NTMT1 inh: inhibitors of human N-terminal methyltransferase NTMT1; NTMT1 MTase-Glo SAH luminescence, purified enzyme; AID 1645870; 2.5% of 59,000 active; Potency, µM (titrated, usually from 114 µM), without a hit: at the highest dose activity change, negative = inhibition, usual class: inhibitors;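 also: potency is read from the fitted curve at half-maximal effect; plate controls were DMSO vehicle for no effect and no enzyme for full effect; nearly all actives have a fitted effect of over 65% in size; many of its hits are not listed in these tables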
# Target sequence (Q9BV86 whole entry, looked up): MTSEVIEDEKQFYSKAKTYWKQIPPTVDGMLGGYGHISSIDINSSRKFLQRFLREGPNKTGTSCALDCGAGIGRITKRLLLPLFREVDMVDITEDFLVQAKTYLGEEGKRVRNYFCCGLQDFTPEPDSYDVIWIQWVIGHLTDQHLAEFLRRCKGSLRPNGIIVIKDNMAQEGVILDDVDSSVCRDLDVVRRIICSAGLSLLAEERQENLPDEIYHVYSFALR
# B2AR arrestin ag: ADRB2 beta-arrestin recruitment | P07550 | HTLA Tango cells, beta-arrestin recruitment, luciferase luminescence, 18 h | Potency, µM (series often up to 46.1 µM), without a hit: at the highest dose activation, hits mostly activators | 44,000 tested, under 10 active | AID 1347077;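 also: potency is read from the fitted curve at half-maximal effect; 0% = DMSO and full agonism = EC100 isoproterenol or metaproterenol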
# Target sequence (P07550 whole entry, looked up): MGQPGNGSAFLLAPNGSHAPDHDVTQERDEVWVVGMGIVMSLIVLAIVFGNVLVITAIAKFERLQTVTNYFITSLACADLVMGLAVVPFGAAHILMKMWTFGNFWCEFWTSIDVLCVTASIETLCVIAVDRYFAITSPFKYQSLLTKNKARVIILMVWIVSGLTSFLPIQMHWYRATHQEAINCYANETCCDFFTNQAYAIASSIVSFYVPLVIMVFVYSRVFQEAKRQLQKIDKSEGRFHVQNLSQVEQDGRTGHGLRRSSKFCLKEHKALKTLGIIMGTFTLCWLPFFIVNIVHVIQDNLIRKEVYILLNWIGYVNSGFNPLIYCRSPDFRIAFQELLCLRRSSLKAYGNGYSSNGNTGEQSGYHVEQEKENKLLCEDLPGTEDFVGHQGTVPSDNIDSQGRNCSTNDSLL
#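 Ligand-induced beta-arrestin recruitment to recombinant beta2-AR is measured via a tTA-driven luciferase reporter in Tango cells after 18 hr compound exposure at 37 degrees C. Concentrations span up to 46 microM.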
# Active calls of the source: *; ? = inconclusive; . = not tested or not shown; [ ] = remark or other dose. Calls follow the shape of the dose curve; as a rule, active = well fitted curve in the direction sought with a large enough effect; inconclusive = small, poorly fitted or top-dose-only effect, or another doubt; inactive = no such curve, though single readings can be large; an effect the other way counts as inactive or inconclusive. A portion of the library; count on the stated rates, not on these rows.
# Sequence of screens – NTMT1 inh | B2AR arrestin ag | p53null 32C kill | p53null 39C kill | PTAP-TSG101 blk | FH mod | GALK inhibitor
O=S(=O)(c1ccc(Cl)cc1)c1nc(-c2cccs2)oc1SCc1ccc(F)cc1
  3% | -2% | -1% | -11% | 13% | -9% | 1%
CCc1ccccc1N(C)C(=O)c1cn(-c2cccc(OC)c2)c(=O)c2ccccc12
  -16% | -1% | 11% | 38%[activator] | 1% | -9% | 0%
CCN1CCN(CCCNC(=O)c2cnn(-c3ccccc3)c2C2CCN(C(=O)OC(C)(C)C)CC2)CC1
  1% | 0% | 9% | -4% | -10% | 2% | 1%
COc1ccc(-c2onc(C)c2C)cc1S(=O)(=O)NCc1ccc(Br)cc1
  -5% | -1% | -1% | 5% | -5% | -22% | 0%
Cc1ccccc1NC(=O)c1nc(-c2ccncc2)no1
  3% | 0% | -6% | -2% | 1% | 6% | -3%
O=C(Nc1cccc(C(F)(F)F)c1)C1CCN(c2nnc(-n3cccc3)s2)CC1
  5% | -2% | -19% | 11% | 0% | -6% | 1%
COc1cccc(OC)c1Cn1nnc2c(=O)[nH]c(C3CCN(C(=O)c4ccccc4)CC3)nc21
  -5% | 0% | 5% | -1% | -14% | -6% | 0%
CCCOc1ccc(NC(=O)CC2C(=O)N(c3ccc(Cl)cc3)C(=O)N2CCc2ccncc2)cc1 (stereo not drawn)
  . | 0% | 2% | -23% | -1% | . | -1%
Cc1cc2nc(-c3ccc(OCc4ccccc4F)cc3)cc(C(F)(F)F)n2n1
  -2% | 0% | -7% | -17% | -4% | 1% | 6%
CCOc1ccc(NC(=O)C2CCN(c3nnc(-n4c(C)ccc4C)s3)CC2)cc1
  1% | -3% | -11% | -7% | 1% | -2% | 0%
COc1ccc(C2CC(=O)N(Cc3cccc(C)c3)c3c2c(C)nn3-c2nc(C)cc(C)n2)c(OC)c1 (stereo not drawn)
  26% | -3% | 1% | 17% | -6% | -12% | -8%
COc1cccc(-c2cc(C(=O)Nc3cc(Cl)ccc3O)on2)c1
  2% | 0% | 10% | -19% | -2% | 3% | 0%
CCOc1ccc(NC(=O)c2c(NC(=O)Cc3ccccc3)sc3c2CCC(C)C3)cc1 (stereo not drawn)
  ? | 0% | -8% | -25% | 5% | -1% | 0%
CCC1=Nc2cc(C(=O)NCc3ccccc3OC)ccc2Sc2ccc(Cl)cc21
  4% | 2% | 20% | 11% | 2% | -16% | -2%
Cc1ccc(NC(=O)c2cccc3c(=O)c4c([nH]c23)CCCC4)c(C)c1
  -2% | -3% | -18% | -2% | -3% | -6% | 4%
CCOc1ccc(NC(=O)CN2C(=O)CC(C)Sc3ccccc32)cc1 (stereo not drawn)
  -9% | 0% | 3% | -6% | 1% | -4% | ?
CCOc1cc(C(=O)Nc2ccc3oc(-c4ccc(CC)cc4)nc3c2)cc(OCC)c1OCC
  12% | -1% | 10% | 2% | -2% | -12% | -4%
COc1cccc(CN2c3ccccc3-c3nc(SCC(=O)Nc4ccccc4Cl)ncc3S2(=O)=O)c1
  8% | 1% | 4% | -4% | 10% | 2% | 2%
CCC(C)NC(=O)c1ccc(Cn2c(=O)c3cccn3c3cccnc32)cc1 (stereo not drawn)
  ? | 0% | 2% | -13% | 4% | 6% | 4%
Cc1cccc(CSc2nc(-c3cccc(C)c3)nc3c2Cc2c(CO)cnc(C)c2O3)c1
  -2% | 2% | 2% | ? | 1% | 2% | -5%

# Structural class: those above containing two or more sulfur atoms
# Sequence of screens – NTMT1 inh | B2AR arrestin ag | p53null 32C kill | p53null 39C kill | PTAP-TSG101 blk | FH mod | GALK inhibitor
O=S(=O)(c1ccc(Cl)cc1)c1nc(-c2cccs2)oc1SCc1ccc(F)cc1
  3% | -2% | -1% | -11% | 13% | -9% | 1%
COc1cccc(CN2c3ccccc3-c3nc(SCC(=O)Nc4ccccc4Cl)ncc3S2(=O)=O)c1
  8% | 1% | 4% | -4% | 10% | 2% | 2%

# Other structures:
# Sequence of screens – NTMT1 inh | B2AR arrestin ag | p53null 32C kill | p53null 39C kill | PTAP-TSG101 blk | FH mod | GALK inhibitor
CCc1cc2c(cc3c(=O)n(CC(=O)N4CCC(C)CC4)nc(CC)n32)s1
  6% | 1% | 5% | -1% | 0% | -12% | 0%
CCOCCCNC(=O)c1ccc(NC(=O)N2CCCCc3ccccc32)cc1
  3% | 2% | 3% | -14% | -11% | 10% | 0%
Cc1ccc(-c2csc(=Nc3ccccc3)n2CCCO)cc1
  -5% | 0% | -8%[9.22 µM] | -32% | -7% | -20% | 8%
CCCOc1ccc(CNC(=O)C(CC)n2nc(C)c3sc4ccccc4c3c2=O)cc1 (stereo not drawn)
  2% | -2% | -25% | -10% | -4% | -17% | 1%
COc1cc(Nc2ncc3c(n2)CCN(Cc2cc(F)cc(F)c2)C3)cc(OC)c1
  3% | 1% | 20% | 20% | -3% | -3% | -1%
COc1ccc(CCNC(=O)Cn2c(=O)c3cccn3c3ccc(F)cc32)cc1OC
  -28% | 0% | -3% | -15% | 2% | -9% | -9%
COc1ccc(CN2CCc3c(c(=O)n4ncc(C(=O)N5CCN(c6ccccc6F)CC5)c4n3C)C2)cc1
  ? | 0% | 1% | 1% | -7% | -4% | -4%
Cc1ccccc1CN1c2ccccc2-c2nc(SCC(=O)Nc3cc(F)ccc3F)ncc2S1(=O)=O
  -4% | 0% | -4% | 0% | 4% | 0% | 0%
O=c1c2c3c(sc2n(Cc2cc(=O)n4ccccc4n2)c(=O)n1-c1ccc(Cl)cc1)CCC3
  0% | 1% | -2% | -14% | -1% | -20% | 4%
COc1ccccc1OCC(=O)NCC(c1ccc(Cl)cc1)N1CCOCC1 (stereo not drawn)
  3% | -3% | -9% | 21% | 0% | 6% | -11%
Cc1ccc2c(=O)c(C(=O)c3ccc(F)cc3)cn(CC(=O)NCCc3ccccc3)c2n1
  5% | 1% | 8% | -4% | 15% | -29% | 3%
COc1cccc(N2CC(NC(=O)COc3ccccc3F)CC2=O)c1 (stereo not drawn)
  12% | -4% | -3% | 2% | -1% | 0% | -2%
Cc1onc(-c2ccccc2Cl)c1C(=O)Oc1ccc(Br)cc1
  18% | 0% | 2% | 0% | 4% | -2% | -5%
COc1ccc(C2CC(=O)c3cc(-c4nc(-c5cccc([N+](=O)[O-])c5)cs4)c(=O)n(-c4ccccc4)c3C2)cc1 (stereo not drawn)
  2% | 0% | 6% | -9% | 1% | 3% | 4%
Cc1cccc(N2CCN(C(=O)Cc3c(C(=O)O)c(C)cn3C)CC2)c1C
  -4% | -3% | -5% | 14% | 0% | 4% | 0%
COc1ccc(Nc2nc(N)nc(CSc3nc4ccccc4s3)n2)cc1
  -6% | 0% | -13% | 13% | -3% | ? | 0%
O=C1COc2ccc(-c3cc(-c4ccccc4)c4c(n3)-c3cc(Cl)ccc3OC4)cc2N1
  11% | 1% | . | . | 3% | 5% | 4%
CCOC(=O)c1ccc(Nc2nc3nonc3nc2Nc2cccc(C)c2C)cc1
  9% | -1% | 6% | ? | -3% | ? | -2%
Cc1ccc(Cl)cc1NC(=O)c1sc(-n2nc(C)c(Cc3ccc4c(c3)OCO4)c2C)nc1C
  3% | -4% | 2% | -11% | 2% | -8% | -6%
Cc1ccc(S(=O)(=O)c2nnn3c2nc(N2CCCC2)c2sccc23)cc1
  ? | 0% | -3% | -7% | -8% | 15% | 4%
Cc1cccc(C(=O)Nc2nnc(S(=O)(=O)N(C)Cc3ccccc3)s2)c1
  19% | -1% | 1% | 18% | 6% | 3% | -3%
CCN(CC)C(=O)Cn1cc(SCC(=O)Nc2cccc(F)c2)c2ccccc21
  2% | -1% | -1% | 3% | -2% | 4% | -1%
O=C(CN1CCN(Cc2ccc(F)cc2Cl)C1=O)NCCc1ccc(Cl)cc1
  3% | -2% | 3% | -14% | 2% | -7% | 3%
COc1ccc(Cl)cc1NC(=O)Cn1nc(Cc2ccncc2)c2ccccc2c1=O
  7% | 0% | 2% | ? | 0% | -23% | 5%
Cc1ccc(Cl)cc1N1CCN(C(=O)c2cn(C)c3ccc(S(=O)(=O)N4CCCCC4)cc3c2=O)CC1
  ? | 1% | -1% | -6% | 0% | -15% | 0%
CC(C)c1ccc(NC(=O)c2ccc3c(O)c(S(=O)(=O)c4ccccc4)c(=O)[nH]c3c2)cc1
  -4% | -1% | 13µM* | 7.9µM* | 3% | -17% | -3%
CCc1ccc(NC(=O)c2ccc3nc(C(C)C)oc3c2)cc1
  -13% | 3% | -16% | -15% | -1% | -14% | ?
O=C(NCc1ccc(Cl)cc1)c1ccc(NC(=O)N2CC3CCCN3c3ccccc32)cc1 (stereo not drawn)
  2% | -4% | 7% | 4% | 6% | -25% | 0%
COc1cc(Cl)c(NC(=O)C2CCN(S(=O)(=O)c3c(C)noc3/C=C/c3ccccc3F)CC2)c(OC)c1
  1% | 0% | 4% | -1% | -3% | -10% | 0%
Cc1ccc(NC(=O)Cn2c(=O)n(CCCCC(=O)NCc3ccccc3Cl)c(=O)c3ccccc32)cc1C
  ? | 7% | 1% | -2% | 1% | -1% | 3%
COc1ccc(-c2noc(-c3cc(C(C)C)[nH]n3)n2)cc1
  -11% | 0% | 0% | -26% | -2% | -26% | 2%
Cc1cc(F)ccc1NC(=O)CCS(=O)(=O)c1cc2c(cc1C)NC(=O)CO2
  7% | -1% | -2% | -7% | -2% | 3% | 0%
CCc1cccc2sc(N3CCN(C(=O)c4cc5ccccc5cc4OC)CC3)nc12
  -2% | -3% | 29% | 8% | -2% | -18% | 0%
COc1ccc(-n2nc3ccc(NC(=O)c4c(OC)cccc4OC)cc3n2)cc1
  ? | 0% | -7%[9.22 µM] | -23% | 1% | -19% | 9%
COCCNc1oc(-c2ccc(COc3ccc(OC)cc3)o2)nc1C#N
  -4% | -3% | -4% | 2% | 2% | -12% | ?
Cc1ccccc1OCC(=O)Nc1ccc(C(=O)OCc2cc(=O)n3ccsc3n2)cc1
  19% | 0% | -11% | -17% | -1% | -3% | 2%
Cc1ccc2c(c1)c1c(c(=O)n(-c3ccccc3C)c(=O)n1CC(=O)N1CCCC1)n2C
  -19% | -1% | 8% | 8% | -2% | 13% | 2%
CCOc1cc(Cl)c(S(=O)(=O)n2ccnc2)cc1Cl
  25% | 1% | -9% | 2% | -5% | -3% | 7%
CC1=C(C(=O)Nc2ccccc2Cl)C(c2cccc(O)c2)n2ncnc2N1 (stereo not drawn)
  1% | 2% | 0% | -11% | -1% | -11% | 4%
O=C(Nc1ccc(F)cc1F)c1noc2c1CCc1ccccc1-2
  . | 0% | -26% | -27% | -4% | . | -4%
CCOC(=O)N1CCc2c(sc(NCc3ccc(N(CC)CC)cc3)c2C(=O)Nc2cc(OC)ccc2OC)C1
  9% | 1% | 14% | 6% | 0% | -17% | 0%
Cc1ccc(C)c(NC(=O)c2cc(=O)c3cc(C)cc(C)c3o2)c1
  -2% | 0% | -11% | -6% | 2% | -10% | 6%

# Screening results: PubChem BioAssay, National Center for Advancing Translational Sciences (NCATS)
